High-throughput results from PubChem BioAssay.
zVAD death inh: L929 zVAD cell death inhibition | viability rescue, % at 10 µM | L929 zVAD necroptosis rescue, ATP luminescence, 24 h; with zVAD 60 µM | 220,000 tested, 0.38% active | AID 1377;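 active means activation, scaled between plate controls, above about 75%, limit read from the data; inactive means activation under that limit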;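 further: 0% = zVAD with DMSO and 100% = DMSO alone without zVAD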
hK5 inh: kallikrein 5 (human) inhibition. Q9Y337. recombinant hK5, fluorogenic AMC substrate cleavage. inhibition, % at 5 µM. 210,000 tested, 0.59% active. AID 873;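 active means inhibition of 40% or more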;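 further: 0% = enzyme controls without compound and 100% = no-enzyme blanks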
Target sequence (Q9Y337 67-293 limits assumed): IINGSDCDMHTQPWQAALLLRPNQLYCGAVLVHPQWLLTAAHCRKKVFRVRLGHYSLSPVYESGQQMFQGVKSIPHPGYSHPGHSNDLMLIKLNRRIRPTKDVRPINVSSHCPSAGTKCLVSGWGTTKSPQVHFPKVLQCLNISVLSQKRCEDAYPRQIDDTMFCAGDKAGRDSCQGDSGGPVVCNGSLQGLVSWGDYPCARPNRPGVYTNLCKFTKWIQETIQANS
FXIa inh 1536: inhibitors of human coagulation factor XIa | purified FXIa, Boc-Glu-Ala-Arg-AMC fluorogenic substrate | inhibition, % at 5 µM | 220,000 tested, 0.14% active;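 active means inhibition of at least 40%; inactive means inhibition below 40%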;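 further: fluorescence of freed AMC excited at 355 nm; 0% = enzyme without compound and 100% = no enzyme blank; many of its hits are not listed in these tables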
Hck Nef HTS: inhibitors of human Hck kinase activated by Nef; P08631; Recombinant Hck-YEEI plus Nef, Z-Lyte FRET kinase assay; inhibition, % at 20 µM; 220,000 tested, 0.68% active;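 active means Hck-Nef kinase inhibition above about 50%, limit read from the data; inactive means inhibition below that limit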;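 further: 0% = DMSO with Hck plus Nef and 100% = Hck alone without Nef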
thrombin 1536: inhibitors of human thrombin; P00734; alpha-thrombin, Boc-VPR-AMC fluorogenic substrate cleavage; inhibition, % at 5 µM; 220,000 tested, 0.26% active; AID 1046;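 active means inhibition at or above 40%; inactive means inhibition below 40%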;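 further: 0% = enzyme with no compound and 100% = wells without enzyme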
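Assay system: human alpha-thrombin enzyme. Reagent: Boc-VPR-AMC substrate, 15 µM final. Compound dosing: one concentration per compound, 5 µM, with 0.2% DMSO. Incubation: room-temperature reaction. Technique: AMC fluorescence, 355/460 nm. Measure: % inhibition relative to enzyme controls and enzyme-free blanks.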
Rad51 HR inh: blocks human Rad51 in homologous recombination; inhibition, % at 10 µM; hRad51 DNA strand exchange, fluorescence dequenching; Q06609; 200,000 tested, 0.085% active;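 active means inhibition above 40% at the single screening dose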;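 further: 0% = DMSO control wells and 100% = blanks with heterologous ssDNA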
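Test system – preformed human Rad51 ssDNA filaments · Reagent – Donor/quencher-labelled 47-bp dsDNA substrate · Incubation – 37 °C 15-min filament assembly, 30-min compound preincubation, 15-min exchange · Signal – FRET fluorescence dequenching, excitation 485 nm, emission 520 nm · Read-out – percent inhibition from fluorescence, normalised to plate control and blank means · Benchmarks – plate control and blank wells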
TNF death inh: inhibitors of TNF-alpha induced necroptosis in Jurkat FADD-/- cells; Jurkat FADD-/- TNF necroptosis rescue, ATP luminescence, 24 h; 0 = TNF only, 100 = no-TNF cells; activation (protection from cell death), % at 10 µM; 220,000 tested, 0.068% active;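 active means activation, meaning protection from cell death, of at least 50% relative to plate controls; inactive means activation below 50%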;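 further: necroptosis triggered by 40 ng/mL TNF-alpha added together with compound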
FXIIa inh 1536: blocks human coagulation factor XIIa protease activity; P00748; purified FXIIa, Boc-QGR-AMC fluorogenic substrate, 2 h; inhibition, % at 5 µM; 220,000 tested, 0.3% active; in the data active means inhibition above about 40%;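 further: 0% = enzyme with no compound and 100% = blank without enzyme; many of its hits are not listed in these tables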
Target sequence (P00748 20-372 limits assumed): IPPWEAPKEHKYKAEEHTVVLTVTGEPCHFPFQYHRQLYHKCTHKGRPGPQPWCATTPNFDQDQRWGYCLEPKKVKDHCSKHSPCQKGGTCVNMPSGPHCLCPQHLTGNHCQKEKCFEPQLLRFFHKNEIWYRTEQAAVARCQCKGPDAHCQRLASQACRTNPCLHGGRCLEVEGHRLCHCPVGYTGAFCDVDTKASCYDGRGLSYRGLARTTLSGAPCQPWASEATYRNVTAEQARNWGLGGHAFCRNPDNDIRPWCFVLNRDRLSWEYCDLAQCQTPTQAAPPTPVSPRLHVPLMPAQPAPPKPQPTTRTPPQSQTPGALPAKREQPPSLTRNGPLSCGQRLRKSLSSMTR
Target sequence (P00748 373-615 limits assumed): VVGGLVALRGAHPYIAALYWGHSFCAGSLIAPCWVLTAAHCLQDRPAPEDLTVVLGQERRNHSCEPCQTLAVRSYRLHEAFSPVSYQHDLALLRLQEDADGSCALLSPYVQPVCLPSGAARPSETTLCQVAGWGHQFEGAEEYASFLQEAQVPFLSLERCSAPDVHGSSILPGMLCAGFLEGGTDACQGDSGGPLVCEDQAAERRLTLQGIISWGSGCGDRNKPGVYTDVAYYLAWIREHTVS
KCC2 mod: KCC2 (human) Cl- transport modulation | B-score of Tl+ flux slope (higher = more flux/activation; lower = inhibition) at 10 µM | Q9H2X9 | KCC2 cells, thallium flux FluoZin-2 fluorescence | 190,000 tested, 2.2% active;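 active means thallium flux slope and its plate-corrected score both differing from the plate sample mean at a set confidence after two filtering rounds, in either direction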;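 further: slope of fluorescence scaled to starting intensity during 10 to 20 s after thallium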
The depositor's hits bear a star; . = not tested or not shown.

SMILES	zVAD death inh	hK5 inh	FXIa inh 1536	Hck Nef HTS	thrombin 1536	Rad51 HR inh	TNF death inh	FXIIa inh 1536	KCC2 mod
COc1ccc(-c2nc3c(c4nnc(SC(C)C(=O)Nc5ccc(C)cc5)n24)COC(C)(C)C3)cc1 (stereo not drawn)	1.2	-4	6	1	-3	3	2.9	5	0.0086
CCn1cc(C(=O)NCc2ccccc2Cl)cn1	.	-8	0	5	-3	10	0.4	5	0.019
O=C(COC(=O)c1cc(=O)[nH]c2ccccc12)c1ccccc1	3.0	-1	2	24	-10	-11	-0.2	11	-0.83
CCC(=O)c1ccc(OCC(O)CN2CCOCC2)cc1 (stereo not drawn)	0.2	-71	-6	10	1	2	-0.4	0	.
CC(=O)NCCNS(=O)(=O)c1ccc(C)c([N+](=O)[O-])c1	1.4	.	1	0	-1	.	0.7	6	-0.81
CC1(C)CC(CC(=O)O)(c2ccc(Cl)cc2)CCO1 (stereo not drawn)	-0.1	-26	19	-5	-12	-6	-0.3	18	-0.51
COc1cc(C2CC(=O)Nc3c2c(=O)nc2c(C)cccn32)cc(OC)c1OC (stereo not drawn)	1.4	0	4	23	-8	5	1.4	12	-0.25
CCCCNC(=O)c1cc2c(C)cc(C)cc2[nH]1	2.3	5	2	16	-1	2	1.3	7	-0.13
CCn1ncc(/C=N/NC(=O)c2cc(Cl)ccc2OC)c1C	1.0	-2	-6	1	-3	.	0.5	6	-1.6
O/N=C/c1cc(Cl)ccc1OCc1ccccc1Cl	0.8	-8	3	-2	3	8	-4.4	8	0.07
CCS(=O)(=O)CCSC1OC(COC(C)=O)C(OC(C)=O)C(OC(C)=O)C1OC(C)=O (stereo not drawn)	0.2	-4	-4	18	-5	.	0.7	0	-0.061
Cc1nc(CN(C)Cc2nc(Cc3cccc(F)c3)no2)cs1	0.7	.	-2	11	-3	14	0.9	2	.
CCOC(=O)c1c(NC(=O)CSc2nnc3c(Cl)cc(Cl)cn23)sc2c1CCC2	1.7	10	3	-2	3	-6	0.5	9	-0.55
COc1ccc(CCNCC(O)c2ccccc2)cc1 (stereo not drawn)	-1.0	-4	-9	17	-24	0	3.4	1	0.69
CC1(C)Cc2c(C#N)c(N3CCCC3)nc(-c3ccco3)c2CO1	2.4	-10	4	29	0	4	0.2	10	.
CCOC(=O)C(=CN(CCc1ccccc1)CC(=O)OC)C(=O)OCC	0.2	-7	10	-1	1	-4	1.2	12	3.7
O=C(COn1nnc2ccc(C(F)(F)F)cc21)Nc1nnc(-c2ccccc2)o1	0.3	-21	-2	-1	-3	1	-1.4	7	.
O=C(/C=C/Nc1ccccc1F)c1ccc(Br)cc1	0.9	-14	5	3	-4	7	1.8	8	0.52
CCCCn1c(C)nc2c(=O)n(C)c(=O)[nH]c21	0.0	-3	7	-1	-11	-4	-0.5	4	.
CC(C)(C)OC(=O)N1CCC(CNC(=O)c2ccc(F)cc2F)CC1	0.0	16	3	-9	6	-23	2.5	25	-2.4
COc1ccccc1Cn1nnc2c(=O)[nH]c(C3CCN(C(=O)c4ccccc4Cl)CC3)nc21	0.0	-23	13	0	-4	6	5.1	16	-1.5
COc1ccc(N2CCN(S(=O)(=O)/C=C/c3ccccc3)CC2)cc1	1.3	-7	3	8	5	-7	0.4	17	-0.27
Cc1cc(C)c2nc(SCC(=O)NCC3CCCO3)c(C#N)cc2c1 (stereo not drawn)	1.1	-3	-6	19	-8	-11	1.9	0	.
CN1CCN(C2=C(Cl)C(=O)C(c3cnc(N4CCCCC4)s3)=C(Cl)C2=O)CC1	0.9	4	10	-1	3	-1	-1.7	18	0.063
Cc1c(C(=O)N2CCOCC2)sc2ncnc(N3CCc4ccccc4C3)c12	-0.1	7	17	1	2	2	-0.7	45*	0.059
COc1cc2c(cc1NC(=O)c1cccc([N+](=O)[O-])c1C)oc1ccccc12	4.5	4	6	-1	4	-6	1.9	8	.
COc1ccccc1N1CCN(C(=O)c2cc3c(s2)CCC3)CC1	0.2	-1	24	-2	4	-9	-1.2	27	.
COc1cccc(C2CCCN2Cc2nc(CCC(C)C)no2)c1 (stereo not drawn)	0.1	.	-2	-3	-7	16	-0.1	4	0.83
Nc1c(C(=O)c2ccc(Br)cc2)oc2ccccc12	0.1	-13	9	4	-1	20	2.5	18	0.6
CCOC(=O)c1[nH]c(C)c(C(=O)NCCCN2CCOCC2)c1C	1.3	-5	-7	6	-8	-4	-0.2	3	0.51
CC12CCC(C(=O)n3c1nc1ccccc13)C2(C)C (stereo not drawn)	-0.1	6	3	3	0	2	-7.4	12	-0.19
Cc1cc2cc3c(=O)[nH]c(=O)[nH]c3nc2cc1C	0.3	-2	1	8	-1	22	-2.5	7	0.36
Cc1ccccc1C(=O)Nc1nc2n(n1)C(c1ccccc1)CC(=O)N2 (stereo not drawn)	-0.6	3	4	-2	2	1	-0.2	7	0.031
Nc1nccc(-c2ccc(-n3cccc3)cc2)n1	-1.0	-17	10	-11	1	-5	-4.2	4	-0.0035
Cc1ccc(C)c(Oc2coc3cc(OC(=O)c4cccs4)ccc3c2=O)c1	-0.1	.	.	0	.	-4	-3.7	.	.
O=C(CC1Oc2ccccc2NC1=O)NCc1ccccc1 (stereo not drawn)	1.1	-6	0	-1	-5	2	0.7	12	.
O=C(CSc1nncs1)NC1CCCc2ccccc21 (stereo not drawn)	2.1	0	-8	17	-22	5	1.5	10	1.4
COc1ccc(OCCC(=O)OCC(=O)NC2CCCCCCC2)cc1	1.1	-1	2	-3	-5	0	0.4	7	-0.11
Cc1[nH]c2ccccc2c1/C=N/NC(=O)C1CC1(c1ccccc1)c1ccccc1 (stereo not drawn)	3.6	-4	5	2	-6	-7	2.7	7	-0.79
CSc1nc(C)cc(Oc2ccc(OCC(N)=O)nn2)n1	0.9	-8	-9	12	-17	-3	0.4	-5	0.37
Oc1ccc(C(=S)N2CCCCCC2)cc1	0.9	-20	-4	1	-3	5	0.4	9	1.3
CCOc1ccc(NC(=O)c2ccc(CSc3nnc(C)s3)cc2)cc1	23	2	-2	20	-9	1	-0.4	5	-0.13
CN1C(=O)Cc2cc(S(=O)(=O)NCc3cccs3)ccc21	-0.4	-2	0	16	-3	7	0.6	5	.
Cc1nnc(SCC(=O)NCc2ccccc2Cl)[nH]c1=O	1.9	-28	-4	-5	-6	3	0.7	7	0.37
COc1cc(C(=O)Nc2ccc(S(=O)(=O)Nc3ncccn3)cc2)c([N+](=O)[O-])cc1OC	3.8	0	0	-3	-1	4	-0.4	.	0.43
COc1cc(/C=N/NC(=O)CCn2c3ccccc3c3ccccc32)cc(OC)c1OC	2.1	0	-1	3	-3	2	2.9	4	0.1
Cc1cccc(NC2=NC(=S)N(CC#N)C23CCCCC3)c1	-0.3	3	3	-11	0	-6	-0.1	5	2.1
CS(=O)(=O)c1ccc2nc(NC3(C(F)(F)F)N=C4SCCN4C3=O)sc2c1 (stereo not drawn)	0.2	2	2	-1	5	4	0.1	8	0.57
Cc1nnc(C)n1/N=C/c1ccc(C(=O)O)cc1	-0.1	-25	3	-1	4	1	0.3	8	.
Cc1nn(-c2ccccc2)nc1CNC(=O)C(C)Cc1ccccc1 (stereo not drawn)	3.1	-10	7	-3	0	-4	-1.1	13	-0.0086
The list goes on.
SMILES	zVAD death inh	hK5 inh	FXIa inh 1536	Hck Nef HTS	thrombin 1536	Rad51 HR inh	TNF death inh	FXIIa inh 1536	KCC2 mod
CC(C)CN1C(=O)NC(NC(=O)c2cccnc2)(C(F)(F)F)C1=O (stereo not drawn)	0.3	2	2	0	-1	-1	-1.2	12	.
C=C(C)Cn1c(N2CCCC2)nc2c1c(=O)[nH]c(=O)n2C	2.5	-1	6	3	0	-3	-0.4	13	.
O=C(O)c1cccnc1Sc1ccccc1	0.2	-15	5	3	-6	8	0.8	5	-0.49
COCCNC(=O)C(c1cccs1)N(C(=O)Cn1nnc2ccccc21)c1cccc(C(C)=O)c1 (stereo not drawn)	-0.2	-19	-1	8	-1	2	-0.5	2	1.9
Cc1cccc(NC(=O)c2cccnc2)c1	0.9	-13	2	2	0	-4	-0.5	19	.
CCOC(=O)C1CCCN(C(=O)c2ccccc2[N+](=O)[O-])C1 (stereo not drawn)	0.7	11	-3	21	-1	3	0.0	6	-0.0042
O=C(NC1CCc2ccccc21)c1cc(COc2ccc(F)cc2F)on1 (stereo not drawn)	-0.2	.	0	-2	-5	.	0.7	5	.
O=C(NC1CCCCC1)N(C1=NCCCCC1)c1ccc(Br)cc1	1.1	-8	-12	2	-10	-6	1.4	-2	0.58
Cc1sc2nc(SCC(=O)Nc3c(C)n(C)n(-c4ccccc4)c3=O)n(C)c(=O)c2c1C	-0.1	15	-5	0	-4	-2	-0.7	3	.
Cc1ccc(NC(=O)/C=C/c2ccco2)nc1	-0.8	-11	-2	5	-4	11	-6.0	3	-0.39
CCOC(=O)C1CCN(c2ncnc3c2oc2ccc(Cl)cc23)CC1	1.7	2	4	0	4	-6	0.6	16	.
CCOC(=O)CC1=NS(=O)(=O)c2ccccc2N1	2.4	2	-4	-2	-4	-3	2.0	0	1.6
CN(Cc1ccccc1)C(=O)CSc1cc(=O)n(C)c2ccccc12	1.4	7	1	22	-4	15	-1.4	10	-0.27
Nc1nc(SCC(=O)Nc2cc(S(=O)(=O)N3CCOCC3)ccc2Cl)n[nH]1	2.2	-3	-4	-10	3	7	0.4	2	-0.0084
CN(CCO)Cc1csc2ccc(Br)cc12	0.0	-13	4	-19	2	2	1.2	10	0.059
COc1ccc(NC(=O)C(=O)NCC(=O)Nc2cccc(C(F)(F)F)c2)cc1	5.8	-3	-6	19	-3	.	0.3	5	-0.34
COc1cccc(CN2CCC(CO)(CC3CCCCO3)CC2)c1 (stereo not drawn)	-0.6	1	-3	15	-6	-8	1.1	6	0.98
Cc1cc(C)n(CCc2nc(-c3ccc(C)o3)cs2)n1	-0.7	-29	-5	1	-10	-12	-2.2	-14	.
CCOC(=O)c1cnc2nc(C)[nH]n2c1=O	0.7	-7	-2	-12	3	2	1.0	7	0.68
Cc1ccc(-n2ccnc2SCC(=O)O)cc1C	0.6	6	5	13	6	10	0.9	12	-1.5

Part of the list above, with bars between the fields.
molecule | zVAD death inh | hK5 inh | FXIa inh 1536 | Hck Nef HTS | thrombin 1536 | Rad51 HR inh | TNF death inh | FXIIa inh 1536 | KCC2 mod
COc1ccc(NC(=O)C(=O)NCC(=O)Nc2cccc(C(F)(F)F)c2)cc1 | 5.8 | -3 | -6 | 19 | -3 | . | 0.3 | 5 | -0.34
CCOC(=O)C1CCN(c2ncnc3c2oc2ccc(Cl)cc23)CC1 | 1.7 | 2 | 4 | 0 | 4 | -6 | 0.6 | 16 | .
Cc1cc(C)n(CCc2nc(-c3ccc(C)o3)cs2)n1 | -0.7 | -29 | -5 | 1 | -10 | -12 | -2.2 | -14 | .
CCOC(=O)CC1=NS(=O)(=O)c2ccccc2N1 | 2.4 | 2 | -4 | -2 | -4 | -3 | 2.0 | 0 | 1.6
CN(CCO)Cc1csc2ccc(Br)cc12 | 0.0 | -13 | 4 | -19 | 2 | 2 | 1.2 | 10 | 0.059

Only part of the results is shown (hit frequency here may not be typical).
